APEX1 inh = APE1 (human) endonuclease inhibition; P27695; recombinant APE1, TAMRA/BHQ-2 abasic DNA cleavage fluorescence; Potency, µM (top dose mostly 65.8 µM), without a hit: top-dose activity change, negative = inhibition, usual class: inhibitors; 0.35% of 350,000 active; AID 2517;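 also: potency is read from the fitted curve at half-maximal effect; plate controls were vehicle for no effect and reference inhibitor for full effect; nearly all actives have a fitted effect of over 55% in size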
Target sequence (P27695 whole entry, looked up): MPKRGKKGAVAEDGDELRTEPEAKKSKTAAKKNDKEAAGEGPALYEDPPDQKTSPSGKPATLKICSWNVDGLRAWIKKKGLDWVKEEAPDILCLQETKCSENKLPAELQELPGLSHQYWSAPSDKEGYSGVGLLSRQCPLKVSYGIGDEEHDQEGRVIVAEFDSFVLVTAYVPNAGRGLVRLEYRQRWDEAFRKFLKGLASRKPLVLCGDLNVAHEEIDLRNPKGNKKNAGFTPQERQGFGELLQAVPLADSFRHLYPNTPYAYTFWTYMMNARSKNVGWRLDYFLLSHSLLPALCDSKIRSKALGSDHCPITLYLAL
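Endonuclease cleavage of a quenched abasic-site DNA duplex (50 nM) by APE1 (0.75 nM) was tracked by TAMRA dequenching. Compounds were preincubated with enzyme 15 min at room temperature; data normalized to buffer-only and DMSO wells plus NSC13755 control.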
POLK inh = inhibitors of human DNA polymerase kappa | 0.53% of 400,000 active | Potency, µM (top dose mostly 107 µM), for the others: at the highest dose activity, negative = inhibition, hits mostly inhibitors | Q9UBT6 | purified Pol kappa, fluorescent DNA synthesis assay, 10 min; also: potency is read from the fitted curve at half-maximal effect; % is scaled to controls: 0 for no effect and ±100 for the full control effect
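Inhibition of 10 nM Pol kappa is measured by a fluorescent read-out at 0 and 10 min following addition of 50 nM substrate (final), with a 15-min room-temperature compound preincubation.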
POLH inh = blocks human DNA polymerase eta activity; Q9Y253; recombinant Pol eta, fluorescent DNA replication assay; Potency, µM (doses to about 114 µM), inactives show top-dose activity change, negative = inhibition, most hits filed as inhibitors; 1.2% of 390,000 active; also: potency is read from the fitted curve at half-maximal effect; % is scaled to controls: 0 for no effect and ±100 for the full control effect
Target sequence (Q9Y253 whole entry, looked up): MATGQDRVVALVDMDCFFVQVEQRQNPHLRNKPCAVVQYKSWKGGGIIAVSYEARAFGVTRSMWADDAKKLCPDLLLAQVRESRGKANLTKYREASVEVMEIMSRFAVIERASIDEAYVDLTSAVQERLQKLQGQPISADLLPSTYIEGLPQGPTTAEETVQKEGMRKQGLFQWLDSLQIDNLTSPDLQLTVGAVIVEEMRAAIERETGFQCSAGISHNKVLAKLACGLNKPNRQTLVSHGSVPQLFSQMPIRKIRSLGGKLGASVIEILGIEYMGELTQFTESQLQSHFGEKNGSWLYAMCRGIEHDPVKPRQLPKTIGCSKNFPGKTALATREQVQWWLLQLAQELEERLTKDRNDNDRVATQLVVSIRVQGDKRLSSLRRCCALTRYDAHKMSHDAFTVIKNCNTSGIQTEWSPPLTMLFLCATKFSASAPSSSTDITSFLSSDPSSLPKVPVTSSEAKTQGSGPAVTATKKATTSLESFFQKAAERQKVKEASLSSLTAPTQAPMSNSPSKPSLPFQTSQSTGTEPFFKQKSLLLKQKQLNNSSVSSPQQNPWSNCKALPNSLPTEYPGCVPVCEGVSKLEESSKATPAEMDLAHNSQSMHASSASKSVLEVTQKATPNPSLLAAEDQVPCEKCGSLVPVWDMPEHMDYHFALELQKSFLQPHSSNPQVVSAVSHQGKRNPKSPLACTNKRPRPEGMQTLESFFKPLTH
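Fluorescent replication assay: 50 nM final substrate added after a 15 min room-temperature compound preincubation with 10 nM enzyme. Signal taken at 0 min and again at 10 min.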
LDHA inh = inhibitors of human lactate dehydrogenase A. purified LDHA, NADH/diaphorase-resazurin fluorescence; active compounds read low. activity change, % (values are at about 110 or 230 µM). AID 1347041. 0.15% of 480,000 active; in the data active = activity change below about -30%; inconclusive = mostly about -25% to -30%;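 also: plate controls were DMSO wells for no effect and wells without enzyme for full effect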
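Human LDH5 (2 nM) was incubated with 0.06 mM NADH and 0.2 mM pyruvate for 5 min at room temperature in Tris pH 7.4. Remaining NADH was coupled through diaphorase/resazurin, and resorufin fluorescence was read at 0 and 20 min.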
GRP78 ERSR act = inducers of ER stress response in human glioma cells | Potency, µM, inactives show at the top dose activation, actives largely listed as activators | 0.02% of 420,000 active | U87-MG GRP78 promoter luciferase reporter, 16 h; also: potency is read from the fitted curve at half-maximal effect; series mostly up to about 76 µM; % of control where 0% means no effect; nearly all actives have a fitted effect of over 35% in size
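Stably transfected U87-MG glioma cells carrying a GRP78-based luciferase sensor; 16 h compound incubation. Luminescence end-point read 10 min after Bright-Glo addition at room temperature.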
BLM helicase inh = Bloom syndrome helicase (human) inhibition; P54132; recombinant BLM DNA unwinding, fluorescence dequenching; Potency, µM (top dose mostly 56.1 µM), inactives show at the top dose activity change, negative = inhibition, actives largely listed as inhibitors; 0.2% of 350,000 active; AID 2528;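 also: potency is read from the fitted curve at half-maximal effect; plate controls were vehicle for no effect and no enzyme for full effect; nearly all actives have a fitted effect of over 35% in size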
Pol beta inh = blocks human DNA polymerase beta activity. P06746. Pol beta primer extension/strand displacement, fluorescence kinetic. Potency, µM (highest dose often 114 µM), for the others: at the highest dose activity change, negative = inhibition, most hits filed as inhibitors. 1.3% of 340,000 active. AID 485314; also: potency is read from the fitted curve at half-maximal effect; % is scaled to controls: 0 for no effect and ±100 for the full control effect
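Pol beta (10 nM) and compounds were preincubated 15 min at room temperature, then 50 nM substrate (final) started primer extension/strand displacement. Reads were taken at 0 and 10 min; concentration-response data were fitted to a four-parameter Hill equation.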
Pol iota inh = blocks human DNA polymerase iota activity. Q9UNA4. Pol iota fluorescent replication assay, 10 min. 1% of 390,000 active. Potency, µM (highest dose often 115 µM), without a hit: at the highest dose activity, negative = inhibition, usual class: inhibitors; also: potency is read from the fitted curve at half-maximal effect
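Pol iota at 10 nM preincubated 15 min with compounds at room temperature; reaction started with fluorescent substrate, 50 nM final. Fluorescence read kinetically at 0 and 10 min; buffer-only wells as negative control.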
Apoferritin bind = candidate novel general anesthetic via apoferritin binding | apoferritin/1-aminoanthracene competitive binding, fluorescence | Potency, µM (top dose mostly 77.5 µM), inactives show top-dose activity change, negative = displacement, hits mostly inhibitors | 0.074% of 350,000 active | AID 485281; also: potency is read from the fitted curve at half-maximal effect; % is scaled to controls: 0 for no effect and ±100 for the full control effect; nearly all actives have a fitted effect of over 20% in size
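In PBS, apoferritin at 10 uM is loaded with 1-AMA from a 50% saturated solution. After 10 min of compound exposure at ambient temperature, reduced 535 nm fluorescence indicates probe displacement.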
* = called active by the depositor; ? = inconclusive; . = no result given; & = joins results of further samples; [ ] = dose if it differs, or a comment. Unless noted, calls follow the shape of the dose curve; as a rule, active = well fitted curve in the direction sought with a large enough effect; inconclusive = small, poorly fitted or top-dose-only effect, or another doubt; inactive = no such curve, though single readings can be large; an effect the other way counts as inactive or inconclusive. This is a subset; rates above refer to the full screens.

SMILES | APEX1 inh | POLK inh | POLH inh | LDHA inh | GRP78 ERSR act | BLM helicase inh | Pol beta inh | Pol iota inh | Apoferritin bind
CCCCC(=O)Nc1sc2c(c1C(=O)OCC)CCC(C=O)=C2Cl | 5% | . | . | . | . | -8% | 41% | . | -11%
Nc1nc2c(ncn2[C@H]2C[C@H](O)[C@@H](CO)O2)c(=O)[nH]1 | 37% | 11%&-4% | -13% | -4&0 | -2%&3% | . | . | 11%&18% | .
CCOC(=O)c1cc(-c2ccccc2)n(-c2cccc(C(=O)Nc3ccc(OCC)cc3)c2)c1C | . | -14%[60.1 µM] | -11% | -5 | -4% | -3% | 10% | ? | 2%
CCc1ccc(N2C(=O)/C(=C/c3cccs3)N(CC(=O)OC)C2=S)cc1 | -3% | -2% | 9% | -14 | -2% | -1% | 22% | -1%[58.9 µM] | ?
Cc1ccc2oc(C(=O)N(Cc3ccc(N(C)C)cc3)CC3CCCO3)c(C)c2c1 (stereo unspecified) | -20% | -4%&-13% | -13%&-14% | 0&6 | -5%&-2% | -9%&-14% | 17%&3% | -2%&-2% | 0%&83%
Cn1c(=O)c2nnn(/N=C(\c3ccccc3)C3CC3)c2n(C)c1=O | 1% | -3% | -4% | -7 | -1% | 3% | 14% | -2% | -15%
Cc1cc(C)cc(NS(=O)(=O)c2ccc3[nH]cc(C(=O)N4CCCCCC4)c(=O)c3c2)c1 | . | -14% | -5% | -9 | -3% | -3% | 19% | -13% | -14%
CCOC(=O)Cc1csc(NC(=O)c2ccc(Cl)nc2)n1 | 2% | -9% | -8% | 5 | -12% | -6% | 1% | 16% | -14%
Cc1noc(/C=C/c2ccc(-c3ccccc3Cl)o2)c1[N+](=O)[O-] | -2% | 420%[activator] | 13µM* | 3 | -3% | -3% | 36% | ? | -6%
O=C(O)c1cccc(NS(=O)(=O)/C=C/c2ccccc2)c1 | 21% | 1% | -5% | -6 | 2% | 1% | 30% | 23% | -7%
C/C(CCC(C)C)=N\Nc1ccc(S(N)(=O)=O)cc1[N+](=O)[O-] | -5% | -19% | -10% | 1 | -4% | -5% | 7% | -6% | ?
CCCOc1c(Br)cc(C(=O)OCC(=O)NC2CC2)cc1OC | 31% | -7% | -15% | 2 | 1% | . | . | 12% | .
CCOC(=O)c1ccc(N2C(=O)c3n[nH]c(C)c3C2c2ccc(CC)cc2)cc1 (stereo unspecified) | . | -10% | -4% | -3 | 1% | -2% | 4% | -2% | -12%
O=C(NCCN1CCCC1)c1cc(-c2ccncc2)nc2ccc(S(=O)(=O)N3CCOCC3)cc12 | -6% | 0% | -9% | -1 | -4% | 1% | -6% | ? | -14%
Cc1ccc(S(=O)(=O)NN2C(=O)/C(=C/c3cccc(F)c3)SC2=S)cc1 | -3% | -10% | ? | -5 | -3% | -3% | -9% | ? | 6%
CCOC(=O)CN1N=C(/C=C/c2ccc(C)cc2)CCC1=O | -3% | -11% | -19% | -2 | 4% | 0% | 30% | 1% | -18%
CCCCOc1ccc(NS(=O)(=O)c2ccc(-n3cnnn3)cc2)cc1 | 30% | -2% | 3% | -7 | -3% | 0% | 12% | 17% | -8%
Cc1cccc(/C=N/NC(=O)C(C)Nc2cccc3ccccc23)n1 (stereo unspecified) | ? | -4% | -11% | 9 | 1% | -9% | 28% | 88%[activator] | -18%
C=CCSc1nc2sc3c(c2c(=O)n1-c1ccc(C)cc1)CCN(C)C3 | 12% | -1% | -14% | -6 | -1% | 3% | 18% | 34% | -18%
COC(=O)Cc1ccc(NC(=S)NC2CC2)cc1 | 0% | -5% | -17% | -9 | 3% | -2% | 1% | 185%[activator] | 6%
CC1SC(c2ccc(Cl)cc2Cl)NC1=O (stereo unspecified) | 11% | -10% | 6% | -10 | -2% | 1% | -10% | -2% | -13%
CN(CC(=O)O/N=C(\N)c1ccc([N+](=O)[O-])cc1)S(=O)(=O)c1ccccc1 | -3% | -8% | -9% | 5 | 6% | -8% | 2% | -22% | -23%
Cc1ccc(-n2cc(CNC(C)c3cnn(C)c3)c(-c3ccc(F)cc3)n2)cc1 (stereo unspecified) | -1% | -4% | -8% | 2 | -3% | -2% | -19% | 58%[activator] | -15%
COc1ccccc1CNc1nccn(-c2ccc(F)cc2)c1=O | . | -8% | -5% | -11 | 1% | -4% | 9% | 23% | -9%
COCCCNC(=O)CN(c1cc(C(F)(F)F)ccc1Cl)S(C)(=O)=O | 1% | -13% | -9% | -4 | -4% | -1% | -23% | 3% | 5%
O=C(/C=C/c1cccc([N+](=O)[O-])c1)N1CCN(C(=O)c2ccco2)CC1 | 0% | -18% | -7% | -3 | -2% | 4% | 7% | 110%[activator] | 4%
CCOc1ccc(NC(=O)CSc2nnc(CC)c(CC)n2)cc1 | . | -8% | 0% | 0 | -3% | -1% | 9% | 14% | -3%
CCN(CC)c1ccc2cc(C=O)c(=O)oc2c1 | 3% | -17% | 10% | -4 | -4% | 1% | 33% | ? | -8%
C=CCN1C(=O)CSc2ccc(C(=O)OCC)cc21 | -5% | 1% | -12% | -6 | -2% | -2% | 3% | 28% | -20%
COc1ccc(NC(=O)CS(=O)CC(=O)Nc2cccnc2)cc1 (stereo unspecified) | 31%[12.4 µM] | -8% | -9% | -4 | -6% | 0% | -1% | 88%[activator] | 1%
Nc1ncc(-c2ccc([N+](=O)[O-])cc2)cn1 | -1% | -9% | -5% | -3 | -1% | -9% | 0% | 26% | -15%
CCOC(=O)c1c(C)oc2nc(C)nc(NCc3cccc(Cl)c3)c12 | . | -2% | -11% | 0 | -4% | -2% | -7% | -1% | -8%
CN(C(=O)CSc1nc(-c2ccc(C(C)(C)C)cc2)c(C#N)c(=O)[nH]1)C1CCCCC1 | 18% | -19% | 35µM* | -2 | -3% | -16% | ? | ? | -16%
Cc1ccc(Cn2c(CCNc3nc(-c4ccc(Cl)c([N+](=O)[O-])c4)cs3)nc3cc(C(=O)NCCCO)ccc32)cc1 | . | -11% | -1% | 0 | -9% | . | . | ? | .
O=C(c1ccco1)N1CCN(C(=O)c2cc(Cl)nc3ccccc23)CC1 | 21% | -6% | -19% | -3 | -5% | . | . | 28% | .
CC(=O)N1CCc2c(sc3c2c(=O)n(-c2ccccc2)c(=O)n3CC(=O)Nc2ccccc2)C1 | . | -3%[60.1 µM] | -6% | -15 | 0% | -1% | 28% | 28% | 1%
Cn1c(NCc2ccco2)nc2c1c(=O)n(Cc1ccc(Cl)c(Cl)c1)c(=O)n2C | -2% | -5% | ? | -3 | -4% | -2% | 6% | 3% | -13%
O=C(Nc1cccc(S(=O)(=O)N2CCCCC2)c1)c1ccc(S(=O)(=O)C(F)F)cc1 | 1% | -2% | 0% | -11 | -4% | -11% | -28% | 161%[activator] | -19%
O=c1cc(-c2ccccc2)c2cc(Cl)c3c(c2o1)CN(Cc1ccccc1)CO3 | . | 13% | 6% | 2 | -4% | 1% | 9% | -14% | 108%[activator]
CC(C)OC(=O)CSc1nc(N2CCOCC2)c2c(c1C#N)CC(C)(C)OC2 | -6% | -25% | -4% | -5 | -1% | -7% | 44% | 21% | -8%

Only Pol beta inh and APEX1 inh, for some of the entries so far:
Structure	Pol beta inh	APEX1 inh
COc1ccccc1CNc1nccn(-c2ccc(F)cc2)c1=O	9%	.
COCCCNC(=O)CN(c1cc(C(F)(F)F)ccc1Cl)S(C)(=O)=O	-23%	1%
CN(C(=O)CSc1nc(-c2ccc(C(C)(C)C)cc2)c(C#N)c(=O)[nH]1)C1CCCCC1	?	18%

Continued.
SMILES | APEX1 inh | POLK inh | POLH inh | LDHA inh | GRP78 ERSR act | BLM helicase inh | Pol beta inh | Pol iota inh | Apoferritin bind
CC(OC(=O)C1CC=CCC1C(N)=O)C(Cl)=C(Cl)Cl (stereo unspecified) | -1% | -6% | -5% | 10 | -4% | 0% | -12% | 6% | -18%
O=C(Cn1cnc2c(NC(=O)OCc3ccccc3)ncnc21)NCCN1CCOCC1 | 23% | 9% | -16% | -7 | 14% | . | . | 6% | .
COc1ccc2c(c1)c(=O)oc1c(C)c(OC(C)C(=O)N[C@@H](Cc3c[nH]c4ccc(O)cc34)C(=O)O)ccc12 (stereo partly specified) | ? | ? | 20µM* | 12 | -2% | -13% | ? | ? | -7%
Cc1c(C(=O)N2CCCC2)oc2c1-c1nn(CC(=O)NCc3ccccc3Br)cc1CC2 | . | -16% | -22% | 24 | -4% | -3% | -22% | ? | -24%
COc1ccc(C2N(C(C)=O)CCCN2S(=O)(=O)c2ccc(C)cc2)cc1 (stereo unspecified) | 15% | 11% | -15% | 1 | 6% | -3% | 17% | 28% | -7%
Cc1nc2c(c(C)c1CCC(=O)N1CCN(c3ccccc3)CC1)c(=O)n(C)c(=O)n2C | . | -15% | -11% | -3 | -3% | -16% | 14% | -26% | 2%
CC(CCc1ccccc1)NC(=O)/C=C/c1ccc(Cl)cc1 (stereo unspecified) | ? | -5% | -26% | -7 | -2% | -3% | 1% | 205%[activator] | -10%
COc1ccc(NS(=O)(=O)c2csc(C(=O)N3CCCC3)c2)c(OC)c1 | -5% | -8% | -20% | -2 | 3% | 0% | 1% | 6% | -5%
CCN(CC)CCNc1nc(-c2ccc(OC(F)F)cc2)c(C)s1 | 1% | -20% | ? | -11 | -6% | 1% | 0% | 5% | -9%
CS(=O)(=O)N1CCN(c2ccccc2NC(=O)Cc2ccccc2)CC1 | 0% | 1% | -5% | -4 | -1% | 0% | -16% | -9% | -9%
O=C(NCc1nc(-c2ccc(C(F)(F)F)cc2)no1)Nc1ccc(F)cc1F | 0% | 0% | -16% | 1 | -4% | -3% | -2% | 141%[activator] | -3%
CCOC(=O)Cc1csc(NC(=O)Cc2ccccc2)n1 | 3% | -16% | -2% | -4 | 10% | -6% | -11% | 14% | -5%
O=S(=O)(Nc1ccc(-c2cn3cccnc3n2)cc1)c1ccccc1 | 12% | -1% | -15% | 6 | 0% | 4% | 9% | 68%[activator] | -3%

An excerpt from above in order of their number in Apoferritin bind, descending.
Structure	Apoferritin bind
O=C(/C=C/c1cccc([N+](=O)[O-])c1)N1CCN(C(=O)c2ccco2)CC1	4%
COc1ccc(NC(=O)CS(=O)CC(=O)Nc2cccnc2)cc1 (stereo unspecified)	1%
CCCCC(=O)Nc1sc2c(c1C(=O)OCC)CCC(C=O)=C2Cl	-11%

Screens: PubChem, National Center for Advancing Translational Sciences (NCATS)
